OXTR potentiator – potentiates the human oxytocin receptor response | CHO-OTR cells, Fluo-8 calcium fluorescence, potentiator mode; 0% = oxytocin EC15, 100% = EC100 | actives 0.061% (n = 320,000) | activation, % at 3 µM;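 active means activation above that plate's cutoff, the mean activation of tested compounds plus 3 SD, cut at about 6.6% in these data, passing the limit was not always enough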;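 further: 100% uses oxytocin at 75 nM as the full agonist control; some results filed as inactive read as strong as hits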
Target sequence (P30559 whole entry, looked up): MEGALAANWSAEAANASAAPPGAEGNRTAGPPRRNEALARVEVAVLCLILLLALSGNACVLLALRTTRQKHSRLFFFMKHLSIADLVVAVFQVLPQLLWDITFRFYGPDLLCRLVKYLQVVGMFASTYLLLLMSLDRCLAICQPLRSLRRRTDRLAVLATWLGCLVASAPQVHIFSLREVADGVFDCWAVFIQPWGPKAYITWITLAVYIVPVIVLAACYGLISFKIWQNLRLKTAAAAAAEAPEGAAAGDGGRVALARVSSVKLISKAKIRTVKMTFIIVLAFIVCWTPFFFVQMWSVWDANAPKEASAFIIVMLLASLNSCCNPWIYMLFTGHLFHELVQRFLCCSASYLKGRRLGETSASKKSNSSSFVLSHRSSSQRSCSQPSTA
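Assay system: CHO-OTR cells, human receptor / Also added: oxytocin at about EC15, sub-maximal agonist stimulus / Dosing: single dose, 3.0 µM nominal final compound concentration / Incubation: 6 min pre-incubation, 100 s read / Technique: Fluo-8 calcium dye fluorescence / Read-out: % activation vs EC15 and EC100 oxytocin / Benchmarks: EC15 oxytocin low, 75 nM oxytocin high / Replicates: singlicate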
M1 PAM parental – counter-screen for M1 PAMs: effect in parental CHO-K1 cells; ATP EC20, Fluo-8 calcium fluorescence; 0% at ATP EC20, 100% at ATP max; activation, % at 3 µM; actives 0.02% (n = 360,000);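 active means activation above the run cutoff, the mean activation of all test compounds plus 3 SD, cut at about 40% in these data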;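 further: peak over basal fluorescence ratio in a 140 s read after ATP addition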
CHO parental Ca – counter-screen for OX1R antagonists: effect in parental CHO cells | parental CHO-K1, ATP-induced calcium, Fluo-8 fluorescence | inhibition, % at 5.6 µM | actives 0.63% (n = 330,000) | AID 463079;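 active means inhibition above that plate's mean sample inhibition plus 3 SD, cut at about 26% in these data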;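 further: 0% = ATP-challenged DMSO wells and 100% = DMSO wells without ATP; some compounds past the cut are filed as inactive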
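Test system: untransfected parental CHO cell line. Compound: one dose, 5.6 µM nominal. Detection: intracellular calcium via Fluo-8 no-wash fluorescent dye. Measure: % inhibition. Benchmarks: ATP-challenged DMSO wells low, unchallenged DMSO wells high.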
TAAR1 agonist – agonists of human TAAR1; Q96RJ0; CHO RD-HGA16 TAAR1, Fluo-8 calcium fluorescence; vehicle wells 0%, saturating PEA agonist 100%; activation, % at 3 µM; actives 0.99% (n = 360,000);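 active means activation above the mean activation of all test compounds in the run plus 3 SD, cut at about 38% in these data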
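Signal – calcium-sensitive Fluo-8 signal, excitation 470-495, emission 515-575 nm · System – RD-HGA16 (CHO) cells co-expressing Gα16 and hTAAR1 · Incubation – 17-24 h seeding, 75 min 37 °C dye, 30 min RT · Compound dosing – 3 µM single concentration · Repeats – no replicates (n 1)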
TAAR1 antagonist – human TAAR1 antagonism. Q96RJ0. AID 624466. CHO RD-HGA16 TAAR1, Fluo-8 calcium fluorescence, antagonist. actives 1.5% (n = 360,000). inhibition, % at 3 µM;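 active means inhibition above a per-plate cutoff, the mean inhibition of test compounds on that plate plus 3 SD, cut at about 49% in these data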;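 further: 0% = DMSO plus EC80 beta-PEA response and 100% = DMSO alone without agonist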
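Assay system: RD-HGA16 CHO cells with stable hTAAR1 and Gα16 / Reagent: EC80 β-phenethylamine stimulus / Doses: 3 µM, single point / Timing: dye loading 75 min at 37 °C, then 30 min room temperature / Measured by: Fluo-8 intracellular calcium dye fluorescence, real-time kinetic reads / Controls: vehicle wells and EC80 agonist wells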
CHO-K1 Ca ag – counter-screen for M1 agonists: effect in parental CHO-K1 cells; Fluo-8 calcium fluorescence; scaled to maximal ATP response, vehicle zero; activation, % at 3 µM; actives 0.48% (n = 360,000); in the data active means activation above about 15%;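 further: untransfected CHO-K1 host cells lacking M1 receptor as counterscreen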
M1 ag – activates human CHRM1 receptor; P11229; CHO-K1 hM1, Fluo-8 calcium fluorescence, agonist mode; 0% DMSO, 100% acetylcholine EC100; activation, % at 3 µM; actives 0.33% (n = 360,000);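 active means activation above the run's mean compound activation plus 3 SD, cut at about 16% in these data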;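 further: peak over basal fluorescence ratio within a 140 s kinetic read after compound addition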
CHO-K1 Ca antag – M1 antagonist counterscreen hit in parental CHO-K1 cells | ATP-induced calcium, Fluo-8 fluorescence | AID 602250 | actives 0.6% (n = 360,000) | inhibition, % at 3 µM;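 active means inhibition above a per-plate cutoff, the plate's mean sample inhibition plus 3 SD, cut at about 24% in these data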;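 further: 0% = DMSO plus EC80 ATP and 100% = DMSO alone without ATP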
V1aR counter – V1a receptor agonism, counter-screen for OXTR agonists; P37288; CHO-V1R cells, Fluo-8 calcium fluorescence, agonist mode; 0% DMSO, 100% 3 nM vasopressin; activation, % at 3 µM; actives 0.25% (n = 320,000); AID 2797;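 active means activation above the mean activation of all tested compounds plus 3 SD, per screening run, cut at about 20% in these data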;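 further: signal is peak over basal fluorescence ratio across a 100 second FLIPR read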
Target sequence (P37288 whole entry, looked up): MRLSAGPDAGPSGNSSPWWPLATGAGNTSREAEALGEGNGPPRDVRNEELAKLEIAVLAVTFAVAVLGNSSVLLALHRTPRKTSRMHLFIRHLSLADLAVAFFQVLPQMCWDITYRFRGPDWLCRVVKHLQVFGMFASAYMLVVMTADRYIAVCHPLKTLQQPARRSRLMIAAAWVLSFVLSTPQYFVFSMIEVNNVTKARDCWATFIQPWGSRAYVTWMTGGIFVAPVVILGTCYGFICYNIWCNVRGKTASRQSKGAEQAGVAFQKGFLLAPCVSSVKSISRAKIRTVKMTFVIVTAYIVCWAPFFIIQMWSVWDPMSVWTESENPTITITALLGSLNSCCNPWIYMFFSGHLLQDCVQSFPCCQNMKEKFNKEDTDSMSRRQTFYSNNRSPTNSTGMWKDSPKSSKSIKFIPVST
Starred values were filed as active, the others as inactive; / = no result given.

1. Cc1ccc(S(=O)(=O)NCCC(=O)Nc2ccncc2)cc1C
2. COC(=O)Cn1nnc(-c2cccc(OC)c2)n1
3. O=C(CNC(=O)C(c1ccccc1)c1ccccc1)N/N=C/c1cccnc1
4. C#Cc1ccc([C@H]2C=C(C(=O)N3CCN(Cc4ccccc4)CC3)O[C@@H](OCC)[C@@H]2CCCO)cc1
5. Cc1cccc(NC(=O)CNC(=O)CN2C(=O)NC3(CCc4ccccc43)C2=O)c1C (stereo unspecified)
6. CCOC(=O)CCc1c(C)nc(SCC(=O)O)c(C#N)c1C
7. O=C(/C=C/c1cccc(Cl)c1Cl)OCC(=O)N1CCOCC1
8. Cc1ccc(N=C(N)N=C(N)N)cc1

Assay by compound	1	2	3	4	5	6	7	8
OXTR potentiator	-9	9	-5	-10	/	-19	/	0
M1 PAM parental	-5	17	-2	2	13	25	-13	14
CHO parental Ca	-15	-9	-9	-8	/	-23	/	-5
TAAR1 agonist	0	-2	3	9	3	4	1	4
TAAR1 antagonist	19	-11	11	31	-9	-9	-13	-11
CHO-K1 Ca ag	0.5	1.1	0.8	5.4	0.1	1.2	0.4	1.1
M1 ag	-2	-4	-5	-9	4	-1	-3	-5
CHO-K1 Ca antag	11	-9	0	-9	-4	-11	9	-5
V1aR counter	0.5	1.1	-0.6	1.5	/	0.6	/	-0.2

9. O=C(CN(C(=O)CNC(=O)c1cccs1)c1cccc(F)c1)NC1CCCCC1
10. CCOC(=O)C(=O)N(C)c1c(CC)nc2c(OCCC3CCCCC3)cccn12
11. Cn1c(SCC(=O)Nc2ccccc2Br)nnc1-c1cnccn1
12. Cc1ccc(NC(=O)/C(C#N)=N/Nc2ccc(C(=O)O)cc2)c(C)c1
13. CSCCC(NC(=O)c1ccc(Cl)cc1Cl)C(=O)NCc1ccncc1 (stereo unspecified)
14. Cc1ccc(C(C)C)c(OCC(=O)Nn2c(=O)[nH]c3ccccc3c2=O)c1
15. CNC(=O)C[C@H]1C(=O)N(C2CCCCC2)C[C@@H]1C
16. C/C(=N\NC(=O)c1cc(-c2ccncc2)nc2ccccc12)c1ccc(OC(F)F)cc1

Assay by compound	9	10	11	12	13	14	15	16
OXTR potentiator	-10	/	-4	7	-13	-10	/	-4
M1 PAM parental	1	17	-9	0	2	11	11	19
CHO parental Ca	-20	/	16	-4	-23	-28	/	-18
TAAR1 agonist	3	1	10	1	-1	0	0	1
TAAR1 antagonist	-14	-17	-11	-13	-8	-25	-1	-10
CHO-K1 Ca ag	1.2	-1.3	0.4	-0.6	-0.3	0.5	0.4	0.9
M1 ag	7	-9	-3	4	-2	-6	-2	-4
CHO-K1 Ca antag	-5	-9	0	4	7	0	-4	-16
V1aR counter	1.9	/	0.3	0.6	-0.8	-0.5	/	-0.2

17. Cc1nn(Cc2ccc(Cl)cc2Cl)c(C)c1NC(=O)NC12CC3CC(CC(C3)C1)C2
18. CC(=O)c1ccc(N(C(=O)Cn2nnc3ccccc32)C(C(=O)NCc2ccccc2)c2ccccn2)cc1 (stereo unspecified)
19. COc1ccccc1N1CC(C(=O)Nc2nnc(SCC(=O)N3CCCC3)s2)CC1=O (stereo unspecified)
20. N#Cc1ccc(CN2CCN(C(=O)CCNS(=O)(=O)c3ccc(F)c(F)c3)CC2)cc1
21. O=C(COc1ccc(Br)cc1)NC1CC1
22. CCCC(NCC(=O)Nc1ccccc1C(=O)NC1CC1)c1ccccc1 (stereo unspecified)
23. Cc1c(NC(=O)C23CC4CC(CC(Br)(C4)C2)C3)c(=O)n(-c2ccccc2)n1C
24. CCNC(=O)C12CCC(C)(C(=O)C1Br)C2(C)C (stereo unspecified)

Assay by compound	17	18	19	20	21	22	23	24
OXTR potentiator	-18	-5	-5	-9	6	/	-7	-3
M1 PAM parental	14	20	4	3	9	17	22	-5
CHO parental Ca	-17	-21	3	-5	-8	/	-7	-5
TAAR1 agonist	6	10	0	2	3	12	2	4
TAAR1 antagonist	-15	8	-8	16	-15	6	-10	-19
CHO-K1 Ca ag	0.7	0.6	0.3	3.8	2.4	4.8	0.9	0.1
M1 ag	-4	-6	-1	0	-2	-2	-11	-1
CHO-K1 Ca antag	-3	3	3	-14	-11	-12	-15	9
V1aR counter	0.5	0.6	1.3	2.9	1.7	/	-0.3	-0.5

Compound profiles, as listed above.
Listed for Cc1c(NC(=O)C23CC4CC(CC(Br)(C4)C2)C3)c(=O)n(-c2ccccc2)n1C = OXTR potentiator = -7; M1 PAM parental = 22; CHO parental Ca = -7; TAAR1 agonist = 2; TAAR1 antagonist = -10; CHO-K1 Ca ag = 0.9; M1 ag = -11; CHO-K1 Ca antag = -15; V1aR counter = -0.3
Listed for CCNC(=O)C12CCC(C)(C(=O)C1Br)C2(C)C (stereo unspecified) = OXTR potentiator = -3; M1 PAM parental = -5; CHO parental Ca = -5; TAAR1 agonist = 4; TAAR1 antagonist = -19; CHO-K1 Ca ag = 0.1; M1 ag = -1; CHO-K1 Ca antag = 9; V1aR counter = -0.5

Continuation.
25. N=P(N1CCOCC1)(N1CCOCC1)C12CC3CC(CC(C3)C1)C2
26. Cc1c(C(=O)OCC2CCCO2)[nH]c2c1C(=O)CC(c1ccco1)C2 (stereo unspecified)
27. O=C(Nc1nnc(COc2ccc(F)cc2)s1)c1ccco1
28. Oc1ccccc1-c1cc(-c2cccc(F)c2)n[nH]1
29. CCCNC(=O)COC(=O)c1[nH]c(C)c(C(=O)OCC)c1C
30. CCOc1ccccc1NC(=O)NNS(=O)(=O)c1ccc([N+](=O)[O-])cc1
31. C=CCNc1nc(C(=O)OCC(=O)Nc2cccc(SC)c2)cs1
32. O=C(N/C(=C/c1cccs1)C(=O)N1CCOCC1)c1ccco1

Assay by compound	25	26	27	28	29	30	31	32
OXTR potentiator	-4	-9	-6	-5	4	-4	/	1
M1 PAM parental	11	12	-2	-4	18	-3	13	-10
CHO parental Ca	-9	-23	-8	11	-4	-3	/	-3
TAAR1 agonist	14	/	7	12	5	3	7	1
TAAR1 antagonist	-7	/	-3	-1	9	-35	28	-6
CHO-K1 Ca ag	0.2	2.2	2.9	0.4	0.6	0.0	3.0	0.1
M1 ag	-2	-2	-3	-3	-2	-2	-2	-4
CHO-K1 Ca antag	0	-2	-4	10	-5	2	-2	11
V1aR counter	0.5	0.9	0.8	-0.9	-0.5	0.4	/	0.1

Just CHO-K1 Ca antag and CHO parental Ca (two entries from above):
cpd	Molecule	CHO-K1 Ca antag	CHO parental Ca
25	N=P(N1CCOCC1)(N1CCOCC1)C12CC3CC(CC(C3)C1)C2	0	-9
26	Cc1c(C(=O)OCC2CCCO2)[nH]c2c1C(=O)CC(c1ccco1)C2 (stereo unspecified)	-2	-23

Next structures
33. COCc1cccc(-c2csc(C(C)(O)c3cccc(OC)c3)n2)c1 (stereo unspecified)
34. COC(=O)c1ccc(COC(=O)CNC(=O)c2ccc(C)s2)cc1
35. COc1ccc(C(=O)N2CCN=C2SC)cc1OC
36. CC(Sc1nccn1C)C(=O)Nc1ccc(C(N)=O)cc1 (stereo unspecified)
37. CC(C)(C)n1nnnc1C(c1ccccn1)N1CCN(C(c2ccccc2)c2ccccc2)CC1 (stereo unspecified)
38. COc1ccc(NC(=O)C2(C)CCN2C(=O)Cc2ccccc2)cc1OC (stereo unspecified)
39. CCN(CC)C(=O)Cn1c(=O)n(Cc2ccc(F)cc2)c(=O)c2sccc21
40. COC(=O)[C@H](Cc1ccccc1)NC(=O)NCC1CCCO1 (stereo partly specified)

Assay by compound	33	34	35	36	37	38	39	40
OXTR potentiator	/	-1	-19	-9	4	/	-11	-1
M1 PAM parental	0	16	-5	-7	5	-5	12	17
CHO parental Ca	/	-25	1	1	-25	/	-10	-5
TAAR1 agonist	0	1	12	0	0	0	1	5
TAAR1 antagonist	10	-6	-1	-13	8	8	-13	0
CHO-K1 Ca ag	5.5	1.4	-0.7	0.6	0.2	0.7	1.5	0.4
M1 ag	1	-3	2	0	-1	1	4	-4
CHO-K1 Ca antag	-7	-8	13	-5	-7	-8	1	-13
V1aR counter	/	1.1	1.1	-0.7	-1.3	/	6.4	0.2

41. COc1ccc(-c2csc(N(CCc3ccccc3)C(=O)COc3ccccc3)n2)cc1
42. O=C(Nc1nnc(S(=O)(=O)Nc2ccccc2)s1)C1CCCCC1
43. COc1ccc(OCc2cc(C(=O)N3CCCC(OC)C3)no2)c2ccccc12 (stereo unspecified)
44. Cc1ccc(N2C(=O)C(Cl)=C(N3CCN(C)CC3)C2=O)c(C)c1
45. CCOC(=O)C1CCN(c2c(NCCCN3CCN(Cc4ccccc4)CC3)c(=O)c2=O)CC1
46. CC1CCCC(NC(=S)Nc2ccc(SC(F)F)cc2)C1C (stereo unspecified)
47. COc1cc(C(C)=O)ccc1Oc1ccc(S(=O)(=O)N2CCOCC2)cn1
48. CCc1sc(C(=O)NC(C)C2CCCO2)cc1Br (stereo unspecified)

Assay by compound	41	42	43	44	45	46	47	48
OXTR potentiator	-2	-5	-6	-13	4	-14	-6	0
M1 PAM parental	3	-6	4	-6	10	9	-3	13
CHO parental Ca	-5	-6	-20	-4	3	48*	-5	0
TAAR1 agonist	19	-1	2	14	11	13	2	1
TAAR1 antagonist	2	-36	-21	-7	0	34	3	-2
CHO-K1 Ca ag	0.1	0.4	1.2	-0.3	-0.2	12	2.3	1.0
M1 ag	-4	-2	-1	-2	-8	0	-1	-6
CHO-K1 Ca antag	4	4	-8	3	-7	20	-10	-6
V1aR counter	-0.3	-0.1	-0.4	1.0	0.7	7.4	1.2	0.0

49. CCn1nc2cc(C(=O)NCc3cc(C(F)(F)F)cc(C(F)(F)F)c3)ccc2c1OC
50. COc1ccc(S(=O)(=O)Cc2ccc(C(=O)N3CCN(c4ccc(Cl)cc4)CC3)o2)cc1
51. CC1=C(C(=O)OCc2ccccc2)C(c2cccc(F)c2)NC(=O)N1 (stereo unspecified)
52. Cc1nc(C(=O)NNC(=O)c2cccc(Cl)c2)c(C(F)(F)F)o1
53. Cc1ccccc1C(=O)OCC(=O)Nc1cccc(S(=O)(=O)N2CCCCC2)c1
54. CC1C(O)=C(c2nc3ccccc3[nH]2)C(=N)N1c1ccccc1 (stereo unspecified)

Assay by compound	49	50	51	52	53	54
OXTR potentiator	-6	-9	-8	-7	/	1
M1 PAM parental	-1	-1	13	14	16	14
CHO parental Ca	-29	41*	-8	7	/	-23
TAAR1 agonist	-2	5	2	2	3	5
TAAR1 antagonist	-1	72*	0	-7	7	5
CHO-K1 Ca ag	-0.1	7.8	2.3	0.7	6.5	1.3
M1 ag	-10	3	-6	-3	1	-5
CHO-K1 Ca antag	-15	-6	-4	-9	-3	-1
V1aR counter	-0.9	9.8	2.0	0.8	/	0.5

High-throughput results as filed in PubChem BioAssay.

Hits appear at their usual frequency. About 3.3% of those tested had a hit in this group.
